# Screens from PubChem BioAssay.
# TbPYK inhibitor: inhibitors of Trypanosoma brucei pyruvate kinase; 410,000 tested, 0.12% active; Potency, µM (doses to about 76.8 µM), for the others: at the top dose activity, negative = inhibition, actives largely listed as inhibitors; TbPYK enzyme, Kinase-Glo Plus ATP luminescence, 45 min; Q57TT1; note: potency is the fitted concentration of half-maximal effect; % is set by controls: 0 for no effect and ±100 for the full control effect; nearly all actives have a fitted effect of over 50% in size
#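 Quantitative HTS: titrated library compounds versus trypanosomal pyruvate kinase in TEA buffer (pH 7.2) containing KCl, MgCl2, BSA and Tween-20. Reactions were initiated with ADP, 130 uM final. Kinase-Glo Plus luminescence was read after 45 min at RT.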
# Shiga toxin inh: inhibitors of Shiga toxin in Vero cells; Vero cells, Shiga toxin protein synthesis inhibition reporter; inhibition, % at 38.7 µM; 290,000 tested, 9.2% active; AID 2315; in the data active = inhibition mostly above about 28%, no sharp cut-off; inactive = mostly below about 43%; note: 0% is about no effect
# Cycloheximide cs: counter-screen for Shiga toxin inhibitors: cycloheximide protein synthesis inhibition; cell reporter, cycloheximide protein synthesis inhibition counterscreen; max response, %; 300,000 tested, 12% active; AID 2314; in the data active = max response mostly above about 13%, no sharp cut-off; inactive = mostly below about 14%; note: read at 38.3 µM for the half of the compounds with a filed dose; 0% is about no effect
# AmpC no deterg: inhibitors of E. coli AmpC beta-lactamase without detergent | P00811 | AmpC nitrocefin hydrolysis, absorbance 480 nm, 0.0001% Triton | Potency, µM (titrated, usually from 57.1 µM), without a hit: at the highest dose activity change, negative = inhibition, hits mostly inhibitors | 330,000 tested, 0.52% active | AID 485341;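 note: potency is the fitted concentration of half-maximal effect; plate controls were no compound for no effect and no enzyme for full effect; nearly all actives have a fitted effect of over 20% in size; some results filed as inactive show a strong effect at the top dose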
# Target sequence (P00811 whole entry, looked up): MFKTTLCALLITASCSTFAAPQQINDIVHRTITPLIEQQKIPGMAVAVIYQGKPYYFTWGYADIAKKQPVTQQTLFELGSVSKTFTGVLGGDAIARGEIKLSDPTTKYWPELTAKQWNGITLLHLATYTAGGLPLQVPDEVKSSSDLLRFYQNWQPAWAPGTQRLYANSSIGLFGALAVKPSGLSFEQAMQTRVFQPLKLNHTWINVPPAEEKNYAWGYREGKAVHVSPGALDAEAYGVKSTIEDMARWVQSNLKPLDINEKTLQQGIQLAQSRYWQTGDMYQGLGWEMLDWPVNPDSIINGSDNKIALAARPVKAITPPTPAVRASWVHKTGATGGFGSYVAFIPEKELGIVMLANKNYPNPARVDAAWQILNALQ
#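 AmpC (5.3 nM in the dispensed reagent) in 20 mM phosphate pH 7.0 with 0.01% (detergent screen) or 0.0001% Triton X-100 was preincubated with compounds for 15 min at room temperature. Nitrocefin was then added from an 800 uM solution, and hydrolysis was followed at 480 nm.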
# LmPK inhibitor: LmPK (Leishmania mexicana) enzyme inhibition | Q27686 | purified LmPK, Kinase-Glo ATP luminescence, 1 h | Potency, µM (series often up to 57.5 µM), for inactives: top-dose activity change, negative = inhibition, actives largely listed as inhibitors | 290,000 tested, 0.37% active; note: potency is the fitted concentration of half-maximal effect; % is set by controls: 0 for no effect and ±100 for the full control effect
# Target sequence (Q27686 whole entry, looked up): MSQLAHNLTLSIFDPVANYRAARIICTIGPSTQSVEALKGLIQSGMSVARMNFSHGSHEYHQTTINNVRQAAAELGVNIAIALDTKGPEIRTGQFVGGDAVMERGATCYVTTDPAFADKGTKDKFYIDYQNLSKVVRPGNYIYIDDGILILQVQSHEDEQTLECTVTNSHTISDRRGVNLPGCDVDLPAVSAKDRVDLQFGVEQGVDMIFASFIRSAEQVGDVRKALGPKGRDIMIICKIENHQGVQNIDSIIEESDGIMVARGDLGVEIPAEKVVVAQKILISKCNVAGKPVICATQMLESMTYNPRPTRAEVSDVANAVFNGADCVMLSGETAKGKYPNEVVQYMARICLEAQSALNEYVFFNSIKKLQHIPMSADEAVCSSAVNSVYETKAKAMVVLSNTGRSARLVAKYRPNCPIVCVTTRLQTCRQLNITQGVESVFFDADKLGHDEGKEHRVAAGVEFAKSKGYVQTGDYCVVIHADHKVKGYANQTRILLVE
#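 Purified LmPK (0.1 nM) with 0.5 mM PEP and 0.1 mM ADP in imidazole buffer pH 7.2 with MgCl2/KCl, 1 h at room temperature. ATP formed was read by luciferase luminescence and normalized to no-enzyme and uninhibited controls.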
# Pf growth 48h: P. falciparum growth inhibition at 48 hours (one generation); P. falciparum luciferase growth in erythrocytes, 48 h; Potency, µM (top dose mostly 28.7 µM), for the others: at the highest dose activity change, negative = inhibition, most hits filed as inhibitors; 310,000 tested, 5.9% active; note: potency is the fitted concentration of half-maximal effect; % is set by controls: 0 for no effect and ±100 for the full control effect
#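 Erythrocytes infected with P. falciparum carrying an integrated firefly luciferase reporter (2% hematocrit, 0.1% parasitemia final) were exposed to compounds in RPMI 1640 with 0.5% Albumax at 37 C, 5% CO2. Growth inhibition was scored as reduced luminescence.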
# Pf growth 96h: inhibits malaria parasite growth, 96 h. P. falciparum luciferase reporter growth, 96 h. Potency, µM (titrated, usually from 28.7 µM), inactives show top-dose activity change, negative = inhibition, most hits filed as inhibitors. 320,000 tested, 6.9% active; note: potency is the fitted concentration of half-maximal effect; % is set by controls: 0 for no effect and ±100 for the full control effect
#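 Erythrocytes infected with luciferase-expressing P. falciparum were dispensed at 2% hematocrit and 0.05% parasitemia (final), then incubated with compounds 96 hours at 37 C in 5% CO2. Luminescence after detection reagent addition reported growth.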
# Numbers without * were called inactive; ? = inconclusive; . = not tested or not shown; [ ] = remark or other dose. Unless noted, calls come from the whole dose curve; as a rule, active = well fitted curve in the direction sought with a large enough effect; inconclusive = small, poorly fitted or top-dose-only effect, or another doubt; inactive = no such curve, though single readings can be large; an effect the other way counts as inactive or inconclusive.
molecule	Shiga toxin inh	TbPYK inhibitor	AmpC no deterg	Pf growth 48h	Cycloheximide cs	LmPK inhibitor	Pf growth 96h
CN1CCN(C(=O)c2ccc(NS(=O)(=O)c3cccc([N+](=O)[O-])c3)cc2)CC1	.	-5%	-11%	58%[activator]	.	.	8%
CC1(C)C2CC=C(CN3CCOCC3)C1C2 (stereo not drawn)	-3	1%	-1%	-2%	-3	15%	.
CCCc1cc(=O)[nH]c(SCC(=O)Nc2nonc2C)n1	-13	4%	22%	-1%	-4	0%	?
Cc1cc(S(=O)(=O)N2CCOCC2)ccc1OCC(=O)N1CCC(C)CC1	-6	-10%	56%	0%	0	0%	-20%
CCCCC(CCC(=O)Nc1cc([N+](=O)[O-])ccc1O)C(=O)O (stereo not drawn)	-10	3%	-9%	?	1	-3%	34%[activator]
Cc1ccc(NC(=O)C2C(=O)N(CCO)C3(C)CC2c2ccccc2O3)cc1 (stereo not drawn)	32	1%	-26%	25%	22*	0%	55%[activator]
COc1ccccc1NC(=O)N(Cc1ccco1)Cc1cc2cccc(C)c2[nH]c1=O	-10	-3%	-7%	?	1	-1%	13µM*
Nc1nnc(SCCOc2ccc(Br)cc2)s1	37	0%	-16%	27%	18*	3%	.
O=C(Nc1nc2cc3c(cc2s1)OCO3)c1ccco1	86*	-10%	-17%	36%[activator]	49*	16µM*	86%[activator]
Cc1cccc(NC(=O)c2ccc(S(=O)(=O)NCc3cccnc3)cc2)c1C	4	0%	-13%	17%	-5	-6%	-14%
Cc1cc(SCC(=O)N/N=C/c2ccc(O)cc2O)nc2ccccc12	-3	2%	-11%	?	2	6%	166%[activator]
c1ccc(-n2ncc3c(NCc4ccccn4)ncnc32)cc1	74*	-11%	-14%	54%[activator]	30*	2%	.
CCN(CC)c1ccc(-c2c(C#N)c(N)nc(OC)c2C#N)cc1	-12	-4%	-24%	-27%	-2	2%	.
CCOc1ccc(-c2nnc(-c3ccccc3)n2-c2ccccc2)cc1	65	10%	5.6µM*	17%	42*	3%	?
CC(OC(=O)c1ccccc1)C(=O)NCCC1=CCCCC1 (stereo not drawn)	-8	6%	3%	-9%	7	7%	2%
COc1cc(NC(=O)c2ccc([N+](=O)[O-])cc2)c(OC)cc1NC(=O)CC(C)C	-6	0%	-12%	13%	-3	11%	?
CCCN(CCC)C(=O)CSc1nc2c(sc(=S)n2-c2ccc(OCC)cc2)c(=O)[nH]1	2	-7%	-22%	?	-2	10%	-15%
O=S1(=O)CCOCCCN1Cc1cccc(C(F)(F)F)c1	-6	0%	13%	?	-2	0%	23%
CSc1nc(Oc2ccc(F)cc2F)cc(C(F)(F)F)n1	-5	-7%	-10%	37%	0	-14%	83%[activator]
O=C(Oc1ccccc1)N(c1ccccc1)c1ccccc1	-3	0%	24%	21%	-2	3%	?
COc1ccccc1NC(=O)c1ccc(NC(=O)CSc2ncn[nH]2)cc1	5	-14%	-9%	14%	6	7%	46%[activator]
Cc1ccc(C(=O)C(C)OC(=O)C2CC(=O)N(C3CCCCC3)C2)cc1 (stereo not drawn)	32	0%	45%	7%	2	1%	?
Cc1ccccc1-n1nnnc1SCC(=O)c1c(N)n(C)c(=O)n(C)c1=O	3	-7%	-11%	?	2	0%	-9%
Clc1ccc(CSc2snnc2-c2ccccc2)c(Cl)c1	98*	-2%	-24%	15%	43*	-1%	?
O=C(NCc1ccccn1)c1cccc(S(=O)(=O)Nc2ccc(SC(F)F)cc2)c1	.	-4%	-24%	3%	.	.	49%[activator]
COc1cc(S(=O)(=O)N(Cc2ccccc2)CC2CCCO2)ccc1-n1cnnn1 (stereo not drawn)	-12	3%	84%[activator]	-9%	-1	6%	-2%
O=C(CN1C(=O)NC2(CCCCC2)C1=O)N1CCN(S(=O)(=O)c2ccc(F)c(F)c2F)CC1	.	-7%	-2%	9%	.	.	1%
CCCOc1ccc(C(=O)c2nc3c(n2O)CCCC3)cc1	50*	.	-18%	?	27	-7%	?
CC(=O)c1cccc(NC(=S)NC2CC2)c1	-10	-5%	-19%	0%	-3	-4%	?
Brc1cccc(-c2nnc3n2CCC3)c1	-4	3%	-16%	?	-1	1%	-2%[5.75 µM]
CC(=O)c1ccc(NC(=O)c2cnn3ccccc23)cc1	55*	-14%	-18%	.	44*	-1%	10µM*
O=C(Cc1ccccc1)N1CCC(O)(c2cccnc2)CC1	-8	1%	.	3%	-4	6%	3%
O=c1c2cc(N3CCOCC3)ccc2[nH]c(=S)n1Cc1ccc(Cl)cc1	40*	8%	0%	.	76*	12%	-56%
COc1cc(C)c(NC(=S)Nc2cccc(Cl)c2)cc1OC	-17	-15%	-19%	0%	-3	0%	43%[activator]
NS(=O)(=O)c1ccc(NNC(=O)c2sccc2Cl)cc1	-14	-1%	-27%	39%[activator]	3	-5%	-9%
CC(=O)c1sc(NS(=O)(=O)c2ccc(C)cc2)nc1-c1ccccc1	-6	0%	-23%	14%	4	-7%	-28%
COc1ccccc1C(=O)Nc1cccc(C(=O)N2CCOCC2)c1	-11	1%	-8%	13%	-2	-6%	?
Cc1cc(C(=O)N/N=C/c2ccc3ccccc3c2)n[nH]1	30*	3%	-9%	14%	23*	-3%	?
CC(=O)N1CCN(Cc2nc3cc(NC(=O)Cn4nc(C)c5ccccc5c4=O)ccc3n2C)CC1	1	4%	13%	.	-3	1%	-20%
COc1cccc(CN2CCNC(=O)C2CC(=O)N(C)C2CCOCC2)c1OC (stereo not drawn)	-9	-10%	78%[activator]	-14%	2	-1%	6%
C=CCOC(=O)c1cn(CC)c2nc(C)ccc2c1=O	-8	1%	-18%	-25%	3	-5%	14%
O=C(CN1CCc2ccccc21)NC(=O)NCc1ccco1	-19	2%	-30%	26%	-1	3%	2%
O=C(Nc1ccc(S(=O)(=O)Nc2ncccn2)cc1)C1CC(=O)N(c2ccc(Cl)cc2)C1 (stereo not drawn)	-2	-5%	-28%	23%	-3	-2%	-4%
Cc1nonc1C(=O)N/N=C/c1cc2c(cc1Br)OCO2	46	-1%	-30%	7%	28*	-13%	-24%
CCOC(=O)c1csc(NC(=O)CCSc2ccccc2)n1	16	3%	-47%	1%	7	13%	?
Cc1cccc(-n2c(SCC(=O)NCc3ccco3)nnc2-c2ccco2)c1	4	1%	-10%	?	-4	7%	5.2µM*
COc1ccccc1N1CCN(C(=O)c2cc(=O)c3c(C)cc(C)cc3o2)CC1	-5	-5%	11%	?	-2	1%	6%
CC1=CC(c2ccccc2)n2nnnc2N1 (stereo not drawn)	-17	2%	-2%	36%[activator]	-2	4%	-2%
O=C(/C=C/c1ccccc1[N+](=O)[O-])N1CCN(c2ccccc2F)CC1	25	2%	10%	-2%	13	0%	4%
CCn1c(=O)cc(SCC(=O)NCc2ccc(C)o2)c2ccccc21	-9	-4%	1%	.	-4	4%	12µM*

# More entries follow.
molecule	Shiga toxin inh	TbPYK inhibitor	AmpC no deterg	Pf growth 48h	Cycloheximide cs	LmPK inhibitor	Pf growth 96h
O=C(NCCc1ccccc1)/C(=N\O)c1ccccc1	52*	-7%	-6%	84%[activator]	45*	-5%	23%
O=C(NCCc1c[nH]c2ccccc12)c1ccc(F)cc1F	116*	-8%	-24%	78%[activator]	25*	1%	94%[activator]
CC(=O)Nc1ccccc1Sc1ccccc1	6	0%	-4%	10%	0	-2%	.
c1ccc(C2CNCCc3ccccc32)cc1 (stereo not drawn)	-13	-3%	-10%	-2%[0.00184 µM]	-7	-8%	1.7µM*
O=C(NCc1ccccc1)c1cncc(Br)c1	3	-7%	-19%	22%	13	-3%	52%[activator]
O=c1c2c(nc3c(-c4ccc(Cl)cc4)c[nH]n13)CCCC2	4	0%	-46%	4.7µM*	1	4%	5%
CCOC(=O)C1=C(C)Nc2ccccc2N/C1=N\S(=O)(=O)c1cccc(Cl)c1	.	0%	?	?	.	.	-29%
CCC1=NN(C(=O)CCc2ccccc2)C(O)(C(F)(F)F)C1 (stereo not drawn)	-3	-18%	-13%	-9%	-2	2%	-12%
COc1cc2ccccc2cc1C(=O)N/N=C/c1ccc2c(c1)OCO2	7	-9%	-38%	8%	4	0%	-3%
Cc1occc1-c1nnc(SCC(=O)N2CCOCC2)n1CCc1ccccc1	1	1%	10%	8%	0	-2%	.
CC(C)c1ccc(NC(=O)CNC(=O)Cn2cnc3ccccc3c2=O)cc1	23	6%	67%[activator]	-11%	2	2%	?
CCOC(=O)c1c(N)n(Cc2ccco2)c2nc3ccccc3nc12	-10	0%	1%	?	-4	4%	19%
CN(C)S(=O)(=O)c1ccc(Cl)c(NC(=O)COC(=O)CCSc2ccccc2)c1	-6	-6%	-22%	8%	-2	4%	26%
Clc1ccc2nc(SCc3nnc(-c4ccccc4)o3)[nH]c2c1	9	-7%	-21%	2%	-3	2%	8%
CCC1(C)Cc2c(sc3nnn(CC(=O)Nc4ccccc4)c(=O)c23)CO1 (stereo not drawn)	-11	-7%	-54%	-12%	-3	1%	?
CCOc1cc(NC(=S)NCC2CCCO2)c(OCC)cc1NC(=O)c1ccc(OC)cc1 (stereo not drawn)	-3	0%	86%[activator]	?	-2	3%	221%[activator]
CCc1ccc(Nc2ncc3c(n2)CC(c2ccc(OC)cc2)CC3=O)cc1 (stereo not drawn)	-16	-15%	-16%	?	-4	-3%	-22%
COc1ccccc1NC(=O)NC1(C(=O)N2CCCCC2)CCCCC1	-2	2%	-10%	-2%	-9	-2%	-12%
O=S1(=O)CCN(Cc2ccc(Cl)cc2)CC1	15	-11%	9%	-1%	6	9%	-13%
COc1ccc(C(=O)NC(=S)Nc2ccccc2F)cc1	67*	-13%	-7%	144%[activator]	56*	6%	?
COCCCC1CCN(C(=O)c2cc(COc3cc(C)ccc3C)on2)CC1	162*	-7%	131%[activator]	22%	56*	3%	?
Cc1nc(SCC(=O)Nc2ccccc2Cl)c2c(C)c(C)sc2n1	.	-1%	-17%	5.2µM*	.	.	?
CCOc1cc(C(=O)Nc2ccncc2)cc(OCC)c1OCC	-19	-8%	1%	5.2µM*	-2	0%	?
